Compound activity as filed in PubChem BioAssay.
EBV LMP1 NFkB – EBV LMP1-driven NF-kappaB luciferase reporter inhibitors, primary screen, cell-based, luminescence, single point | AID 504558, 2011 | inhibition, % at 12.5 µM | LMP1-induced NF-kappaB luciferase reporter cells | actives 0.69% (n = 350,000); in the data active = inhibition above about 41%;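 note: 0% = neutral control wells and 100% = reference inhibitor control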
SRC3 inh – SRC3 coactivator transcriptional activity inhibitors, primary screen, cell-based, luminescence; Nuclear receptor coactivator 3 (Homo sapiens), Q9Y6Q9; HEK293 GAL4-SRC3 luciferase reporter; inhibition, % at 3.6 µM; actives 0.17% (n = 360,000);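 active = inhibition above a per-campaign cutoff, the mean of all compounds plus 3 SD, cut at about 60% in these data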;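 note: 0% = DMSO-treated cells and 100% = gossypol-treated cells at 36 µM; higher means less SRC3-driven luciferase light from the GAL4 reporter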
Target sequence (Q9Y6Q9 whole entry, looked up, the tested form may be a part): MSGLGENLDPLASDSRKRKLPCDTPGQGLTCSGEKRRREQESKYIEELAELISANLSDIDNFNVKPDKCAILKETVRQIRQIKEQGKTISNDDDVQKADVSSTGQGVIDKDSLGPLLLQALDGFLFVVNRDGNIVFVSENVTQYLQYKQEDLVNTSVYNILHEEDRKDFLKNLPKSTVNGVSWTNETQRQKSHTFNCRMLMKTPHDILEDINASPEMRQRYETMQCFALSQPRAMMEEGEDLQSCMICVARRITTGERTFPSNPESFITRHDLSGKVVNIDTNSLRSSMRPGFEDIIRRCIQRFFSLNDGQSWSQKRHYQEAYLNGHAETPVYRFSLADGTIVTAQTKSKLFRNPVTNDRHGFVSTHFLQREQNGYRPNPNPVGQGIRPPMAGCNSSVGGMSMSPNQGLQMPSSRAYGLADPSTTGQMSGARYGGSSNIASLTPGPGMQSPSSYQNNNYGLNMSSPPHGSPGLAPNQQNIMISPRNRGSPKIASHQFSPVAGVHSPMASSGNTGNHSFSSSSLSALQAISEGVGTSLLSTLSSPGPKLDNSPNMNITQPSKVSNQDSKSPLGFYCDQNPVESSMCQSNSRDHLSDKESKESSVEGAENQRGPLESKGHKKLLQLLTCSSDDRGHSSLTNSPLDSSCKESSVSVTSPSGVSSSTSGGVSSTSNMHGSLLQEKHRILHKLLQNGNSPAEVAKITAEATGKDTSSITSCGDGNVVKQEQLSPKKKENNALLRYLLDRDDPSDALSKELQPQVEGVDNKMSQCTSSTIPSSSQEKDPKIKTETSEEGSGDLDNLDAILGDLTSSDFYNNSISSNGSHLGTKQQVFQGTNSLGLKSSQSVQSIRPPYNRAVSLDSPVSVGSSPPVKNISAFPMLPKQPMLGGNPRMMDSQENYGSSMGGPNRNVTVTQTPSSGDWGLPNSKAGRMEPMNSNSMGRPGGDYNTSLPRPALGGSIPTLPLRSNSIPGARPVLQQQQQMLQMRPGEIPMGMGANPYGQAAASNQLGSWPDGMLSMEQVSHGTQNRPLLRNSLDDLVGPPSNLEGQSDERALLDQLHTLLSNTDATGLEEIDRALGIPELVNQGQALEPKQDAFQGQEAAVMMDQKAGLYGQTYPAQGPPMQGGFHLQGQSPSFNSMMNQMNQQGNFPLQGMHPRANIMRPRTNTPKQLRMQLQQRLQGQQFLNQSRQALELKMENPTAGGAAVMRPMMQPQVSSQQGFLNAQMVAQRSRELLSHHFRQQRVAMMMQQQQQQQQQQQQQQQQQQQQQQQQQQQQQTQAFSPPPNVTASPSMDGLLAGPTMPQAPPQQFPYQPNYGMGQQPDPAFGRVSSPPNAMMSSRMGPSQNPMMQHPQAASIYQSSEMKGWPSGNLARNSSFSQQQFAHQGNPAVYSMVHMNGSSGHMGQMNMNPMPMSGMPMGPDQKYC
SRC1 inh – SRC1 coactivator transcriptional activity inhibitors, primary screen, cell-based, luminescence | actives 0.12% (n = 360,000) | AID 588354, 2011 | Nuclear receptor coactivator 1 (Homo sapiens), Q15788 | inhibition, % at 3.6 µM | HEK293 GAL4-SRC1 luciferase reporter;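 active = inhibition above the campaign mean plus 3 SD, with each screening campaign given its own cutoff, cut at about 60% in these data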;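 note: 0% = DMSO treated cells and 100% = gossypol at 36 µM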
NR5A2 inv ag – LRH-1 (NR5A2) inverse agonists, primary screen, cell-based, luminescence, HEK293T, StAR-luciferase reporter | inhibition, % at 3.6 µM | LRH-1 transfected, 24 h | actives 0.13% (n = 360,000);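 active = inhibition above the mean inhibition of all tested compounds plus 3 SD, cut at about 73% in these data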;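 note: 0% = DMSO wells and 100% = reporter-only cells lacking LRH-1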
CF NFkB block – inhibitors of PAF-induced NF-kB signaling, primary screen, cell-based, GFP fluorescence, uHTS; KKLEB NF-kB-GFP reporter, GFP fluorescence overnight; inhibition, % at 5 µM; actives 0.86% (n = 360,000); AID 588850, 2011;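 active = at least 50% inhibition at 5 µM, scaled per plate between neutral and stimulator controls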;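 note: PAF is a Pseudomonas aeruginosa culture filtrate used as stimulus; plate controls were PAF-stimulated DMSO wells for no effect and unstimulated DMSO wells for full effect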
COUP-TFII inh – NR2F2 transcriptional activity inhibitors, primary screen, cell-based, luciferase reporter, HEK293T, luminescence; actives 0.7% (n = 370,000); COUP transcription factor 2 (Homo sapiens), P24468; inhibition, % at 8.6 µM; HEK293T NGFI-A luciferase reporter;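 active = inhibition above a per-plate cutoff, mean inhibition of test wells between control levels plus 3 SD, cut at about 38% in these data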;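 note: cells cotransfected with COUP-TFII expression vector driving the NGFI-A reporter; 0% = median of COUP-TF2 test wells and 100% = reporter-only cells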
KKLEB tox – cytotoxicity in KKLEB CF airway cells, primary screen, cytotoxicity control for CF NF-kB inhibitor project, cell-based, uHTS, fluorescence assay plates; KKLEB CF airway cells viability, ATPlite luminescence, overnight; active compounds read low; cells stimulated with P. aeruginosa culture filtrate; activity change (cytotoxicity), % at 5 µM; actives 0.36% (n = 360,000); AID 602141, 2011;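 active = corrected activity change at or below -50% at 5 µM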
TROY signal inh – inhibitors of TROY-driven NF-kB signaling, primary screen, Q293 LMP1-TROYcd cells, NF-kB luciferase, uHTS; Q293 LMP1-TROYcd NF-kB luciferase reporter, 4 h; inhibition, % at 10 µM; actives 0.98% (n = 360,000); AID 1347056, 2019;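 active = compounds whose plate-normalised and pattern-corrected inhibition of the luciferase reporter signal at the single screening dose is 50% or more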
TRAIL sens C8 – viability loss with TRAIL in NB7+C8 cells, primary screen, TRAIL sensitizer project, cell-based, ATPlite luminescence | inhibition (viability loss, TRAIL sensitization), % at 10 µM | actives 1% (n = 360,000) | AID 624354, 2012;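 active = compounds causing at least 50% loss of cell viability in the single-dose screen, relative to plate controls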
TWEAK-Fn14 inh – inhibitors of TWEAK-Fn14 signaling, primary screen, luciferase reporter cells, uHTS; TWEAK-stimulated Fn14 reporter cells, luciferase luminescence, 8 h; inhibition, % at 10 µM; actives 2% (n = 360,000); in the data active = inhibition above about 50%
SRC2 inh – inhibition of GAL4-SRC2 driven luciferase reporter, primary screen, SRC2 inhibitor project, cell-based, luminescence. Nuclear receptor coactivator 2 (Homo sapiens), Q15596. HEK293 GAL4-SRC2 luciferase reporter. inhibition, % at 9 µM. actives 0.17% (n = 370,000). AID 651957, 2012;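 active = inhibition above the mean inhibition of all tested compounds plus 3 SD, set per campaign, cut at about 52% in these data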;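 note: 0% = DMSO treated cells and 100% = cells given Gossypol at 36 µM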
Numbers without * were called inactive; x = not tested or not shown.

SMILES	EBV LMP1 NFkB	SRC3 inh	SRC1 inh	NR5A2 inv ag	CF NFkB block	COUP-TFII inh	KKLEB tox	TROY signal inh	TRAIL sens C8	TWEAK-Fn14 inh	SRC2 inh
CCOC(=O)C(Cc1ccccc1)NC(=O)Cn1nnc(-c2ccccc2)n1 (stereo unspecified)	-2	7	-17	7	9	7	-2	-22	-2	-28	-2
COC(=O)C1=C(C)NC(=O)C1(Nc1nccs1)C(F)(F)F (stereo unspecified)	-3	22	-47	8	0	-4	7	-3	7	-2	14
Cc1onc(NC(=O)NC(=O)c2ccccc2F)c1Br	-4	-8	-20	-30	4	-7	5	-21	-22	-21	-7
CCOC(=O)c1ccc(NC(=O)c2nn(CC)cc2Br)cc1	-17	-49	-48	-54	1	-3	8	-38	-16	-28	-38
CC1c2ccsc2CCN1S(=O)(=O)c1cccs1 (stereo unspecified)	-11	30	-4	-2	2	6	4	-30	0	-19	-28
COc1ccc(S(=O)(=O)NCC2CCCO2)cc1NC(=O)c1ccccc1F (stereo unspecified)	0	-15	10	-12	3	5	5	-39	12	16	-18
Oc1ccc(C2Nc3cccc4cccc(c34)N2)c(O)c1	-10	-5	5	15	-80	8	12	8	-2	15	22
COc1ccccc1NS(=O)(=O)c1ccc(C)c(NS(=O)(=O)c2cc(NC(C)=O)ccc2OC)c1	1	-7	-39	-21	-7	-14	2	-15	-5	-7	-15
COc1ccccc1-n1cnnc1SCC(=O)Nc1cccnc1Cl	-11	11	2	-4	3	16	3	-26	0	-9	1
CC(C)CCNC(=O)NC(=O)COc1c(F)c(F)cc(F)c1F	10	16	-3	-7	0	0	11	9	-23	-6	8
Cc1cc(C(=O)N2CCN(c3ccc([N+](=O)[O-])cc3)CC2)co1	0	-9	-22	-7	11	6	-14	20	4	0	-19
Cc1cccc(SCC(=O)Nc2ccccc2[N+](=O)[O-])c1	-7	24	10	15	16	10	-15	-28	-5	-7	-3
Cc1nc(-c2ccc(Br)cc2)ccc1C(=O)O	-2	7	8	19	10	1	-12	5	-9	14	-23
COC(=O)C1=C(C)N(Cc2ccccc2)C(=NCc2cccc(C(F)(F)F)c2)N[C@H]1c1cccc(C(F)(F)F)c1	12	-2	-12	-10	16	x	-29	15	94*	6	x
Cc1ccc(NS(=O)(=O)c2ccc3c(c2)n(C)c(=O)n3C)cc1	2	-6	-14	7	-3	x	-3	8	6	3	x
O=C(NCc1ccc2c(c1)OCO2)c1ccc(-c2ccc(Cl)cc2)o1	-9	15	7	-15	-20	-9	8	26	-12	-1	3
COc1cccc(-c2nc(CS(=O)(=O)CC(=O)NCc3ccccc3)c(C)o2)c1	4	-12	-6	-6	-6	-14	-3	-3	-14	3	-8
CS(=O)(=O)c1ccc(Cl)c(NC(=O)COC(=O)CNC(=O)c2ccccc2)c1	-8	15	-11	13	0	20	20	-5	-6	-4	-15
CC(=O)N1CC(C)Sc2ccc(S(=O)(=O)N3CCCCC3)cc21 (stereo unspecified)	-5	-89	-5	6	8	4	9	-12	-15	-6	4
O=C1COc2ccc(S(=O)(=O)N3CCCCCC3)cc2N1	-6	21	-5	27	16	4	-9	-10	-3	2	0
C/C(=N\Nc1ccc(C(=O)c2c(C)cc3ccccn23)cc1[N+](=O)[O-])c1ccc(O)cc1	0	-17	1	12	69*	11	-62*	19	24	62*	12
CC(C(=O)N1CCc2ccccc21)N1CCN(Cc2ccc(Cl)cc2)CC1 (stereo unspecified)	16	-10	12	-2	-5	15	8	-8	20	13	-6
COc1ccc(-n2c(C)cc(C(=O)CN3CCC(C)CC3)c2C)cc1	-12	-3	-4	-12	0	14	17	-5	4	-3	-37
CCc1noc(C)c1C(=O)Nc1nc(-c2ccc(OC)cc2OC)cs1	8	14	-14	-6	-26	5	22	18	7	16	19
CN(C)S(=O)(=O)c1cccc(NC(=O)c2cc(-c3cccs3)nn2-c2cccc(Cl)c2)c1	2	4	4	5	3	1	-10	-23	-3	34	-1
CC(OC(=O)c1cc[n+]([O-])cc1)C(=O)Nc1ccc(C(N)=O)cc1 (stereo unspecified)	0	4	-25	-18	-21	4	7	2	-3	1	8
Cc1nnc(SCC(=O)NCc2ccco2)n1Cc1ccccc1	4	10	-11	9	7	4	-3	9	-5	1	-6
CC(=O)Nc1ccc(S(=O)(=O)Oc2ccc(/C=N/NC(=O)c3ccc(Cl)cc3)cc2)cc1	-8	2	-32	-12	0	-12	-5	8	15	19	-24
COc1ccc2cc3cc(C(=O)NCc4ccco4)oc3nc2c1	-14	0	-2	-13	-13	-12	3	-2	22	-15	-57
COc1ccc(Cc2nn3c(-c4cc(OC)c(OC)c(OC)c4)nnc3s2)cc1	-9	-3	-6	0	-13	-1	16	-13	-9	8	-4
N#C/C(=C/c1cc[nH]c1)C(N)=S	1	11	-44	8	-7	-3	2	10	-5	-2	1
Cc1ccccc1NC(=S)NCc1cccs1	-2	4	6	-10	20	-7	-7	-16	-5	14	-6
CCc1ccc(C2=NN(C(=O)CCC(=O)O)C(c3cccs3)C2)cc1 (stereo unspecified)	0	-1	-7	0	5	2	-9	-22	15	3	-18
Cc1ccc(C(C2=C(O)CC(C)(C)CC2=O)C2C(=O)CC(C)(C)CC2=O)s1 (stereo unspecified)	-3	-2	-5	6	4	-5	0	8	6	-16	-15
CCOc1ccc(NC(=O)CC(=O)Nc2ccc(OCC)cc2)cc1	-3	-20	-30	-4	7	-14	5	10	-2	9	-31
COc1ccc(OC)c(CNC(=O)C2CCC(=O)N2C(C)C)c1 (stereo unspecified)	-1	-30	-1	-16	-10	-8	-17	-6	-16	-18	10
Cc1ccc2nc(SCC(=O)c3ccccc3)nc(=O)n2c1	-4	-98	-142	-109	-4	-23	7	-27	-8	18	-68
O=C(NC1CCCCCC1)C(=S)NCc1ccccc1	7	-11	-3	-33	-8	-29	1	-62	-11	-4	-40
CC1CCN(c2cc(N3CCC(C)CC3)c([N+](=O)[O-])cc2/C=C(\C#N)c2nn(-c3ccccc3)c(N)c2C#N)CC1	3	19	3	11	13	4	11	3	5	-44	-11
O=C(O)c1ccccc1Sc1ncnc2sc3c(c12)CCC3	-1	2	-9	-1	7	-9	24	6	1	-7	-12
CCCCOCCCNC(=O)C[C@@H]1C[C@@]2(C(=O)OCC)CCC=C2N(Cc2ccco2)C1=O	x	x	x	-12	x	0	x	3	-12	-7	-26
O=C(COC(=O)C1=COCCO1)Nc1ccc(OC(F)F)cc1	1	8	-1	23	-9	-7	0	-35	1	-15	-7
CCOc1ccc(/C=C\c2nc(O)c([N+](=O)[O-])c(=O)[nH]2)cc1OCC	0	-42	2	-8	14	14	2	-16	28	11	-13
COc1ccc(OCc2cc(C(=O)NCC(C)Oc3cccnc3)no2)c(Cl)c1 (stereo unspecified)	-12	-16	-30	-53	-26	-11	5	-30	-12	-16	-22
Cc1cc(F)ccc1S(=O)(=O)N1CCCOC1CNC(=O)C(=O)NC1CC1 (stereo unspecified)	-3	-10	-52	4	-20	18	4	-4	4	-7	-7
COc1ccccc1NS(=O)(=O)N(C)C	-4	13	0	9	1	8	-4	-10	-12	-12	7
CCCCc1nc2ccccc2c(NC(=O)CN2CCN(C)CC2)c1CCC	1	14	10	14	-6	5	2	17	-6	-10	4
CN(CC(=O)Nc1ccccc1Cl)C(=O)CN1C(=O)NC(c2ccccc2)(c2ccccc2)C1=O	1	-4	-4	11	-8	0	16	4	-12	12	-2
OCCNCCCOc1ccc(Cl)cc1Br	9	-3	-24	-7	1	-1	-22	-5	8	3	-11
COc1ccccc1CNC(=O)CCN1C(=O)COc2ccccc21	-15	9	8	8	-7	6	-18	-6	-1	8	0
COc1ccc(S(=O)(=O)N2CCN(C(=O)CCOc3ccccc3)CC2)cc1OC	20	25	2	17	17	5	-8	1	-4	0	1
CCCCc1ccc(NC(=S)NCc2ccc(OC)cc2)cc1	-2	3	-10	6	-2	8	7	-4	-1	-18	5
COc1ccc(OC)c(CN2CCCC(C(=O)N3CCCCC3)C2)c1 (stereo unspecified)	-12	5	-5	9	4	8	11	5	3	-23	5
CC(=O)/C(=N\Nc1cccc(Cl)c1)Sc1cccc2cccnc12	-19	18	-10	-7	-1	13	6	13	-4	-6	13
CC1=C(C(=O)N(C)C)CC(CC(=O)NCCc2ccccn2)C(=O)N1CCC1=CCCCC1 (stereo unspecified)	2	-5	-27	-2	-6	-11	-3	-7	-5	5	8
CC(n1cnnn1)C12CC3CC(CC(C3)C1)C2 (stereo unspecified)	2	-32	9	-3	-8	3	-1	-1	-14	2	-6
Nc1nnc(SCCOc2cccc(Br)c2)s1	-38	-20	-24	-12	0	-19	-2	-19	-17	-12	-5
O=C1NC(=O)C(=O)N1	3	1	0	-11	6	17	-16	6	0	3	-3
CC(C)NC(=O)NC(=O)CN1C(=O)NC2(CCc3ccccc3C2)C1=O (stereo unspecified)	-2	-9	-14	-5	3	1	-7	-9	-7	4	7
COc1ccc(S(=O)(=O)N2CCN(C)CC2)cc1C(=O)N1CCCCC1	-3	5	-6	-22	16	-8	-12	2	-4	-9	-2

(more compounds)
SMILES	EBV LMP1 NFkB	SRC3 inh	SRC1 inh	NR5A2 inv ag	CF NFkB block	COUP-TFII inh	KKLEB tox	TROY signal inh	TRAIL sens C8	TWEAK-Fn14 inh	SRC2 inh
Nc1cc(Cl)nc(N/N=C/c2ccccc2[N+](=O)[O-])n1	-15	-55	-56	-91	-8	-30	-8	-71	6	-32	-19
COc1ccc(-c2cc(=O)oc3cc(OCC(C)=O)ccc23)cc1	-3	21	-17	-5	23	6	-6	-11	-18	-22	-17
NNC(=O)[C@@H]1C[C@@H]1c1ccccc1	-6	9	-2	-9	6	-31	-5	-17	-4	2	9
O=C(c1ccc(S(=O)(=O)Cc2cc(F)ccc2F)c([N+](=O)[O-])c1)N1CCOCC1	4	23	7	2	31	-11	6	5	-9	43	45
O=C(NCCN1CCOCC1)c1csc2c1CCCCC2	3	4	-6	5	-4	8	7	-12	-20	-4	6
